High-throughput results as filed in PubChem BioAssay.
Cav32 inh – inhibitors of human Cav3.2 T-type calcium channel. 100,000 compounds, 4% hits. Cav3.2-expressing cells, Fluo-4 calcium fluorescence FDSS; stronger effect = lower value. AID 449739. O95180. B-score at 10 µM;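 active = single-dose well whose peak fluorescence ratio is a statistical outlier from its plate by either plate-standardised score or position-corrected B-score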
* = called active by the depositor. Only part of the results is shown; rates above refer to the full screens.

SMILES	Cav32 inh
O=C(Nc1ccc(F)cc1)N1CC2CC(C1)c1cccc(=O)n1C2 (configuration not stated)	0.25
CCn1c(O)c(C=NCc2cccs2)c(=O)[nH]c1=O	1.1
Cc1ccc(O)c(CN2CCN(c3ccccc3)CC2)c1	-0.32
CCOc1ccc(C2(C#N)CC[N+](C)(C)CC2)cc1	0.78
NC(=O)OCCSc1nnc(-c2cccc(C(N)=S)c2)o1	0.97
COC(=O)C1=C(c2cc3ccccc3s2)C[C@@H]2CC[C@H]1N2C(=O)NC1CC1	-0.46
C[C@H]1CC[C@@H]2[C@@H](C)[C@H]3[C@H](C[C@H]4[C@@H]5CC=C6C[C@@H](O[C@@H]7O[C@H](CO)[C@H](O)[C@H](O[C@@H]8O[C@H](CO)[C@@H](O)[C@H](O)[C@H]8O)[C@H]7O[C@@H]7O[C@@H](C)[C@H](O)[C@@H](O)[C@H]7O)CC[C@]6(C)[C@H]5CC[C@]34C)N2C1	-0.43
COC(=O)C1=C(c2cc3ccccc3s2)C[C@@H]2CC[C@H]1N2C(=O)NCc1ccco1	-2.7
CC1(C)C2CC=C(CN3CCC(O)CC3)C1C2 (configuration not stated)	0.31
COc1ccc(Cn2c(O)c(C=NCCN3CCOCC3)c(=O)[nH]c2=O)cc1	0.24
Cc1cccc(-n2c(C)nc3cc(C(=O)N4CCC5(CC4)OCCO5)ccc32)c1	-0.057
COc1ccc(C=C2C(=O)N(C)C(=O)N(C)C2=O)cc1CSc1ccccn1	-0.25
COC(=O)C1=C(c2cc3ccccc3s2)C[C@@H]2CC[C@H]1N2C(=O)NCc1ccccc1	-2.4
Cn1c(O)c(C=NC2CC3CCC2(C)C3(C)C)c(=O)[nH]c1=O (configuration not stated)	-0.39
CC(C)(C)NC(=O)Cn1cc(C(=O)c2ccccc2F)c2ccccc21	-2.3
COc1ccc(CC2C(=O)NC(=O)NC2=O)c(OC)c1	1.3
CCN(CC)S(=O)(=O)c1ccc(N=Cc2c(O)n(-c3ccccc3)c(=O)[nH]c2=O)cc1	-0.024
CN(C)c1nc(-c2ccccc2)[n+](C)s1	-0.13
C=CCOC(=O)C1=C(C)OC(N)=C(C#N)C12C(=O)N(CN1CCOCC1)c1ccccc12 (configuration not stated)	-1.3
COc1cc(OC)c(OC)cc1CNCCc1ccc(OC)c(OC)c1	-0.083
COc1ccc(C2C(C(=O)N3CCC4(CC3)OCCO4)CC(=O)N2c2ccc(OC)cc2)cc1 (configuration not stated)	1.7
O=C(O)CP(=O)(O)c1ccc(Cl)cc1	0.12
CC(=O)N(C)CC#CCN1CCC(O)CC1	-1.3
CC(=NCCN1CCOCC1)c1c(O)n(-c2ccccc2C)c(=O)[nH]c1=O	0.036

By substructure, the compounds so far containing a thiophene ring, fused or not.
SMILES	Cav32 inh
CCn1c(O)c(C=NCc2cccs2)c(=O)[nH]c1=O	1.1
COC(=O)C1=C(c2cc3ccccc3s2)C[C@@H]2CC[C@H]1N2C(=O)NC1CC1	-0.46
COC(=O)C1=C(c2cc3ccccc3s2)C[C@@H]2CC[C@H]1N2C(=O)NCc1ccco1	-2.7
COC(=O)C1=C(c2cc3ccccc3s2)C[C@@H]2CC[C@H]1N2C(=O)NCc1ccccc1	-2.4

The listing continues:
SMILES	Cav32 inh
Cc1cc(C)n2c(Br)c(CN3CC4CC(C3)c3cccc(=O)n3C4)nc2n1 (configuration not stated)	1.2
CC(=Nc1c(C)n(C)n(-c2ccccc2)c1=O)c1c(O)n(Cc2ccccc2)c(=O)[nH]c1=O	0.81
O=C(c1ccco1)c1cn(Cc2ccccc2Cl)c2ccccc12	-6*
C[C@]12CCC(=O)C=C1CC[C@@H]1[C@@H]2C(=O)C[C@]2(C)C(=O)CC[C@@H]12	-0.042
CCCNS(=O)(=O)c1ccc(OCC(=O)N2CCN(Cc3ccccc3)CC2)cc1	1.1
CN1C2CCC1CC(OC(=O)c1ccc(Cl)cc1)C2 (configuration not stated)	0.31
Cc1nn(-c2ccccc2)c2c1CC1(C(=O)N(C)C(=O)N(C)C1=O)C1CCCCN21 (configuration not stated)	0.22
CCCC12CN3CC(CCC)(CN(C1)C3c1ccccn1)C2=O (configuration not stated)	-0.058
CCOC(=O)c1c(C)n(Cc2ccco2)c2ccc(OC)cc12	-2.4
CN(C)CCc1nc2ccccc2c(=O)n1-c1ccccc1	1.4
COP(=O)(OC)C1(Nc2ccc(C)cc2)CCCCC1	-0.0036
CN1CCN(c2nc3ccccc3c(=O)n2-c2ccccc2)CC1	-0.7

Reprinted from the part before: 2 compounds; new compounds follow.
SMILES	Cav32 inh
COP(=O)(OC)C1(Nc2ccc(C)cc2)CCCCC1	-0.0036
CN1CCN(c2nc3ccccc3c(=O)n2-c2ccccc2)CC1	-0.7
Nc1ccccc1C(=O)OCC(=O)N1CCc2ccccc21	-0.16
OC1(c2ccc(F)cc2)CC2CCC(C1)N2Cc1nnnn1C1CCCC1 (configuration not stated)	0.0038
CCCC(C)C1(CC)C(=O)NC(=Nc2ccccc2)NC1=O (configuration not stated)	-0.059
O=C1CCCC2=C1C(c1cccnc1)Nc1ccccc1N2 (configuration not stated)	-0.98
N[C@@H](Cc1c[nH]c2ccccc12)c1nnc(SCc2ccccc2)o1	-0.93
CC(C)CC12CN3CCN(CC(C3)C1O)C2 (configuration not stated)	-0.5
CN(C)Cc1ccccc1OC(=O)N(C)C	-0.12
Cc1ccc(S(=O)(=O)N(C)CCCC(=O)N2CCN(c3ccccn3)CC2)cc1	-0.033
CCCCn1c(=O)c(C(=O)Nc2cnccn2)c(O)c2ccccc21	-2.6*
COCCCn1c(N)c(C(=O)OC(C)COC)c2nc3ccccc3nc21 (configuration not stated)	0.92
CCOC(=O)CCCCCNC(=O)c1c(O)[nH]c(=O)[nH]c1=O	-0.02
CC(O)(CS(=O)(=O)c1ccc(F)cc1)C(=O)Nc1ccc(C#N)c(C(F)(F)F)c1 (configuration not stated)	-0.6
Cc1nc2ccccc2c(=O)n1-n1cnnc1	-0.033
COC(=O)C[C@]1(C(=O)OC)CN(C#N)N(c2ccc(Cl)cc2)C12c1ccccc1-c1ccccc12	-1.8
COc1ccc(O)c2c(=O)c3c(OC)cc4c(c3oc12)C1C=COC1O4 (configuration not stated)	0.64
Cc1cc(C=C2C(=O)N(C)C(=S)N(C)C2=O)c(C)n1C1CCCCC1	1.7
NNCc1cccc(O)c1	-0.0032
C=C(C=O)C[C@@H]1C[C@H](O)C2OC3C[C@]4(C)OC5/C=C\CC6OC7C(CC=CCC6OC5CCCC4OC3CC2O1)OC1CC2OC3CC(=O)OC3C[C@@H](C)C[C@@]2(C)OC1C[C@@H]7C (some centres not stated)	0.9
CC(Cc1ccccc1)[n+]1cc(/N=C(\[O-])N(C)C)on1 (configuration not stated)	0.35
CCn1c(=O)cc(OCC(=O)N2CCC3(CC2)OCCO3)c2ccccc21	0.6
Cc1cc(Cl)ccc1OC(C)C(=O)O (configuration not stated)	-0.45
CN1C(=O)N(C)C(=O)C2(Sc3ccccc3C2=O)C1=O	0.11
CCOc1cc(C(=O)N2CCC3(CC2)OCCO3)cc(OCC)c1OCC	0.055
Cc1ccc(C2(O)CCN3CCCCC32)cc1 (configuration not stated)	-0.28

Of the compounds above, 8 have an NH in an aromatic ring:
SMILES	Cav32 inh
CCn1c(O)c(C=NCc2cccs2)c(=O)[nH]c1=O	1.1
COc1ccc(Cn2c(O)c(C=NCCN3CCOCC3)c(=O)[nH]c2=O)cc1	0.24
Cn1c(O)c(C=NC2CC3CCC2(C)C3(C)C)c(=O)[nH]c1=O (configuration not stated)	-0.39
CCN(CC)S(=O)(=O)c1ccc(N=Cc2c(O)n(-c3ccccc3)c(=O)[nH]c2=O)cc1	-0.024
CC(=NCCN1CCOCC1)c1c(O)n(-c2ccccc2C)c(=O)[nH]c1=O	0.036
CC(=Nc1c(C)n(C)n(-c2ccccc2)c1=O)c1c(O)n(Cc2ccccc2)c(=O)[nH]c1=O	0.81
N[C@@H](Cc1c[nH]c2ccccc12)c1nnc(SCc2ccccc2)o1	-0.93
CCOC(=O)CCCCCNC(=O)c1c(O)[nH]c(=O)[nH]c1=O	-0.02

Other compounds
SMILES	Cav32 inh
C[N+]1(C)CCOC(O)(c2ccc(-c3ccc(C4(O)C[N+](C)(C)CCO4)cc3)cc2)C1 (configuration not stated)	0.45
CCC(=NCCCO)c1c(O)n(-c2ccc(OC)cc2)c(=O)[nH]c1=O	-0.048
COC(=O)C1=C(c2cc3ccccc3s2)C[C@@H]2CC[C@H]1N2C(=O)NCc1ccc(F)cc1	-3.4*
C=CCn1c(O)c(C=Nc2ccc(N(CC)CC)cc2)c(=O)[nH]c1=O	0.44
CCCCn1c(O)c(C(CC)=NCc2ccc3c(c2)OCO3)c(=O)[nH]c1=O	-5.1*
C[C@]12CCC(=O)C=C1CCC1C2CC[C@@]2(C)C1CC[C@@]2(O)CC#N (some centres not stated)	-0.37
CCc1nc2ccccc2c(=O)n1-c1cccc(OC)c1	0.022
NCC(O)c1ccc(O)cc1 (configuration not stated)	2
CC1(C)CN2C(c3ccc(Cl)cc3)N2C1 (configuration not stated)	-3.5
CN(C)CCCN=Cc1c(O)n(CCc2ccccc2)c(=O)[nH]c1=O	0.94
O=C(c1cc(-c2ccc(Cl)cc2)n(-c2ccc(Cl)cc2Cl)n1)N1CCOCC1	-2.5
COc1cc2occc2c2oc(=O)ccc12	0.34
CCN(CC)C(=O)c1ccc(NC(=O)c2cc(-n3cnnc3)ccc2Cl)cc1	-0.42
CCCC[N+]12CCC(CC1)C(C(=O)c1cccs1)C2 (configuration not stated)	0.12
O=C1NC(=O)C(CCc2ccccn2)(Cc2ccc3c(c2)OCO3)C(=O)N1CCc1ccccc1 (configuration not stated)	-0.14
CCCCOP(=O)(OCCCC)/C(C#N)=C(/C)O	-0.62
CC(=O)NC1CC2CCCC(C1)N2 (configuration not stated)	-0.43
C=CCN1C(=O)C2(C(C(=O)OCC)=C(N)Oc3ccccc32)C2=C1CCCC2=O (configuration not stated)	0.9
CC[C@H](C)/C=C(C)/C=C/C1=CC2=C(Cl)C(=O)[C@@](C)(OC(C)=O)C(=O)C2=CO1	-0.9
Cc1ccc(S(=O)(=O)N2CC3CC(C2)c2cccc(=O)n2C3)cc1 (configuration not stated)	0.11
N/C(=N\N=C\c1ccc(O)cc1O)N[N+](=O)[O-]	0.03
CCCCn1c(O)c(C(CC)=Nc2ccc(OC)cc2OC)c(=O)[nH]c1=O	-1
COC(=O)C(O)(c1c(C)[nH]n(-c2ccccc2)c1=O)C(F)(F)F (configuration not stated)	0.41
Cc1cc(Cl)ccc1OCC(=O)N1CCN(C)CC1	0.19
C[C@@H]([C@@H](O)c1ccccc1)N(C)C(=O)Cc1ccccc1	1.2
O=C(NC1(C(F)(F)F)Oc2ccccc2O1)N1CCC2(CC1)OCCO2	1.4
COC(=O)c1cc(C(O)(C(=O)OC)C(F)(F)F)c(/N=C/N(C)C)s1 (configuration not stated)	0.67
CCCCNC(=O)c1c(N)n(Cc2ccc3c(c2)OCO3)c2nc3ccccc3nc12	0.13
CC(C)(C)OC(=O)c1c(N)n(Cc2ccco2)c2nc3ccccc3nc12	-5.3*
CCOP(=S)(OCC)SCC(=O)NC(C(=O)O)C(C)C (configuration not stated)	0.7
O=c1c2ccccc2nc(CSc2ncnc3nc[nH]c23)n1-c1ccc(Cl)c(Cl)c1	1.1
CCCCn1c(O)c(C(C)=Nc2ccc(OCC)cc2)c(=O)[nH]c1=O	-0.85
CC(=NCc1cccnc1)c1c(O)n(-c2ccccc2)c(=O)[nH]c1=O	0.054
CCC(=NCC1CCCO1)c1c(O)[nH]c(=O)[nH]c1=O (configuration not stated)	0.73
COCCNC(=O)c1c(N)n(CCC(C)C)c2nc3ccccc3nc12	-1.4
N#Cc1ccc(Cn2cc(C(=O)c3ccco3)c3ccccc32)cc1	-3.5
C=C1C2C[C@H](O)C(C)(C)[C@@]2(O)[C@H](O)C[C@]23C[C@@](C)(O)[C@H](CC[C@H]12)[C@H]3OC(C)=O (some centres not stated)	0.38
CNCCc1c[nH]c2ccc(O)cc12	0.47
COc1ccc2c(c1)CC1(CN2C)C(=O)NC(=O)N(c2ccc(C)cc2)C1=O (configuration not stated)	0.11
Cc1nn(C)cc1/C=C1/CC2C3CC=C4CC(O)CCC4(C)C3CCC2(C)C1=O (configuration not stated)	1.1
COC(=O)C1=C(c2cccc(OC)c2OC)C[C@@H]2CC[C@H]1N2C(=O)NC(C)C	0.0032
CN(C)C(Cc1ccccc1)C(=O)c1ccc(-c2ccccc2)cc1 (configuration not stated)	-1.4
Cn1c(O)c(C(=N)COc2cccc(Cl)c2)c(=O)n(C)c1=O	-0.31
O=C(N/N=C1/CN2CCC1CC2)c1cc2ccccc2cc1O	-0.021
O=C(Cc1ccccc1)Oc1ccc(N2C(=O)C3CCCCC3C2=O)cc1 (configuration not stated)	-0.0083
CC(C(=O)Nc1ccc(Br)cc1C(=O)c1ccccc1)N1CCCCC1 (configuration not stated)	-2.7
Cc1cc(C)c(S(=O)(=O)NCC2CCC(C(=O)N3CCC4(CC3)OCCO4)CC2)c(C)c1 (configuration not stated)	-0.17
CNP1(NC)=Nc2nn(-c3ccccc3)c(N)c2C(c2ccccc2)=N1	0.75
CCOC(=O)C1SC2(C(F)(F)C(F)F)CC1(O)c1c(c(OC)c3occc3c1OC)O2 (configuration not stated)	-1.8
O=C(Nc1ccccc1OC(=O)N1CCOCC1)N1CCOCC1	0.71
CC(=O)O[C@@H]1/C=C/[C@](C)(O)C[C@@H](C)C/C=C/[C@H]2[C@@H]3O[C@]3(C)[C@@H](C)[C@H]3[C@H](Cc4ccccc4)NC(=O)[C@@]312	0.6
CCN1CCN(Cc2nnnn2C(C)(C)C)CC1	0.22
COC(=O)C1=C(c2ccccc2)C[C@@H]2CC[C@H]1N2C(=O)NC1CC1	0.053
Cc1nc2cc(C(F)(F)F)ccc2n1C1CCN(Cc2nnnn2CCc2ccccc2)CC1	1.2
CN1CC2=CC(O)CC3Oc4c(O)ccc(c4[C@]23C)C1 (some centres not stated)	0.66

Of the compounds above, these contain two or more sulfur atoms.
SMILES	Cav32 inh
NC(=O)OCCSc1nnc(-c2cccc(C(N)=S)c2)o1	0.97
CCOP(=S)(OCC)SCC(=O)NC(C(=O)O)C(C)C (configuration not stated)	0.7
